Assay outcomes: PubChem, several laboratories
ROMK mod: ROMK potassium channel modulators, primary screen, cell-based, thallium flux, MLSMR library; ATP-sensitive inward rectifier potassium channel 1 (Homo sapiens), P48048; Tet-inducible ROMK, thallium flux fluorescence; actives lie on both sides; B-score at 10 µM; 130,000 tested, 2% active; AID 1918, 2009;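 active = signal ratio slope over the read window, or its plate-corrected B-score, at least 3 SD from the plate mean, either direction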;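 note: B-score of the F/F0 ratio slope over 7 to 12 s after thallium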
PPARg SRC-1 ag: PPARgamma agonists recruiting SRC-1 coactivator, primary screen, biochemical; Peroxisome proliferator-activated receptor gamma (Homo sapiens), P37231; PPARgamma-SRC-1 coactivator recruitment biochemical assay; activation, % at 8 µM; 200,000 tested, 0.41% active; AID 631, 2007; in the data active = activation above about 19%;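 note: 0% = DMSO and 100% = reference agonist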
Target sequence (P37231 whole entry, looked up): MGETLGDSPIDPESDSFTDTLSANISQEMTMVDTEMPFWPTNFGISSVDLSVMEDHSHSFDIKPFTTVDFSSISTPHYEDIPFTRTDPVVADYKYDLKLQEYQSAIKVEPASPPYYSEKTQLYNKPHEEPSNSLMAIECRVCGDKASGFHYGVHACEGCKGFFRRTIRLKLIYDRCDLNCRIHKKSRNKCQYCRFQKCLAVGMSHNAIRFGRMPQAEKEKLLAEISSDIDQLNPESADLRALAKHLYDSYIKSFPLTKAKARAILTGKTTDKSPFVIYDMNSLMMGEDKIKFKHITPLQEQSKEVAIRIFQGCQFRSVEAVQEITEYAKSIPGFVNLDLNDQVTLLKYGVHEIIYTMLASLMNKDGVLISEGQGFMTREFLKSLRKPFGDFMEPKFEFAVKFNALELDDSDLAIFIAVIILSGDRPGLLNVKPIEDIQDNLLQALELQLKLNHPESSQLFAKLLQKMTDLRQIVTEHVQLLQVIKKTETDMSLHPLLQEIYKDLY
DTT redox prof: compounds producing H2O2 with reducing agent – biochemical, NIH compound library profiling, artefact control for MLSCN library redox annotation, primary screen; DTT-dependent redox cycling H2O2, phenol red/HRP absorbance; 100% = 100 µM peroxide control, 0% = buffer; activation, % at 10 µM; 200,000 tested, 0.03% active; AID 878, 2007;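 active = activation of at least 50% relative to the plate's high and low controls in the primary single-dose screen; inactive = activation below 50%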;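 note: compound incubated with DTT at 0.8 mM final as the reducing agent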
RAM network inh: inhibitors of the yeast RAM network, primary screen, dse1pr::URA3 reporter, 5-FOA selection | S. cerevisiae dse1pr::URA3 reporter, 5-FOA growth OD615, 2 d; analog-sensitive cbk1-as2 kinase mutant strain | 190,000 tested, 1.8% active | inhibition, % at 50 µM;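 active = inhibition above a set limit, 3 SD over mean compound inhibition, cut at about 8.4% in these data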;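 note: 0% = DMSO-only wells with no growth and 100% = 10 µM 1-NA-PP1 full growth; inhibition rescues growth on 5-FOA so higher OD means more RAM inhibition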
S1P3 antag: S1P3 receptor antagonists, primary screen, cell-based; Sphingosine 1-phosphate receptor 3 (Homo sapiens), Q99500; CHO S1P3 NFAT-BLA reporter, FRET fluorescence, antagonist mode; inhibition, % at 4.98 µM; 170,000 tested, 0.27% active;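 active = inhibition above the plate cutoff, the mean inhibition of test wells on that plate plus 3 SD, cut at about 28% in these data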;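 note: cells challenged with S1P at its EC80 of 0.8 µM; blue over green emission ratio from cleaved BLA substrate after 4 h stimulation; 0% = S1P-stimulated wells and 100% = unstimulated DMSO-only wells; some compounds past the cut are filed as inactive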
Target sequence (Q99500 whole entry, looked up): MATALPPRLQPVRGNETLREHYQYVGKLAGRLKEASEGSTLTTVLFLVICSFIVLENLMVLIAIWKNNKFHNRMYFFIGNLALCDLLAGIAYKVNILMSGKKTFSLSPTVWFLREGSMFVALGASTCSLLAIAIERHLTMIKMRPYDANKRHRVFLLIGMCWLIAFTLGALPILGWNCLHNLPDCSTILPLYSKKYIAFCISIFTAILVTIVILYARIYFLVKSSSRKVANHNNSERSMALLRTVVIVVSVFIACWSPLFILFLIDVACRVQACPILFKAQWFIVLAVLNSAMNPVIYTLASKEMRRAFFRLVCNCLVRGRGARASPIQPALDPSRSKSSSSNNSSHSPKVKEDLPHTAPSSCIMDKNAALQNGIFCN
Efa HMGR inh: inhibitors of E. faecalis class II HMGR, primary screen, biochemical, Enterococcus faecalis; HMG-CoA reductase (Enterococcus faecalis, mvaE); purified E. faecalis HMGR, NADPH absorbance 340 nm kinetic; inhibition, % at 10 µM; 190,000 tested, 0.41% active; AID 1066, 2008;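 active = inhibition above a set limit, the median over all tested compounds plus 3 SD, cut at about 9.5% in these data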;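 note: enzyme runs in reverse so mevalonate oxidation gives rising NADPH absorbance; 0% = complete reaction with DMSO and 100% = background rate lacking mevalonate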
SRC2 TRFRET art: TR-FRET signal artefacts, primary screen, artefact control for PPARgamma SRC-2 agonist project, biochemical; TR-FRET artefact counter-screen; active compounds read high; TR-FRET ratio at 8 µM; 200,000 tested, 0.4% active; AID 1049, 2008; in the data active = TR-FRET ratio above about 2000; note: inactives centre near 1500
PPARg SRC-3 ag: PPARgamma agonists recruiting SRC-3 coactivator, primary screen, biochemical; Peroxisome proliferator-activated receptor gamma (Homo sapiens), P37231; biochemical PPARgamma/SRC-3 coactivator recruitment assay; activation, % at 8 µM; 200,000 tested, 0.26% active; in the data active = activation above about 23%;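 note: 0% = DMSO and 100% = reference agonist; some compounds past the cut are filed as inactive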
Lmaj promast: Leishmania major promastigote growth inhibition, primary screen; Leishmania major promastigotes, resazurin fluorescence viability; inhibition, % at 10 µM; AID 1063, 2008; 200,000 tested, 9% active; in the data active = inhibition above about 50%;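 note: promastigotes grown with compound for 44 hours at 28 °C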
PPARg SRC2 recr: agonists of PPARg-SRC-2 recruitment, primary screen, biochemical, HTS; PPARgamma LBD-SRC-2 recruitment; activation, % at 8 µM; 200,000 tested, 0.34% active; in the data active = activation above about 22%;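 note: 0% = vehicle and 100% = reference agonist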
bIAP inh: bovine intestinal alkaline phosphatase inhibitors, primary screen, selectivity assay for TNAP inhibitor project, biochemical, bovine IAP, CDP-star luminescence. purified bovine IAP, 30 min. inhibition, % at 20 µM. 190,000 tested, under 10 active. AID 1019, 2008;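 active = over 50% inhibition of intestinal alkaline phosphatase at 20 µM in the single-dose screen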
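Assay system: bovine IAP enzyme; medium: DEA buffer 100 mM, pH 9.8, with MgCl2 1.0 mM, ZnCl2 0.02 mM; doses: 20 µM single dose; incubation: enzyme reaction for 30 min at room temperature; detection: CDP-star luminescence signal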
* = called active by the depositor; . = no result given.

SMILES	ROMK mod	PPARg SRC-1 ag	DTT redox prof	RAM network inh	S1P3 antag	Efa HMGR inh	SRC2 TRFRET art	PPARg SRC-3 ag	Lmaj promast	PPARg SRC2 recr	bIAP inh
Cc1cccc(C)c1OCC(=O)Nc1cccc(C(=O)O)c1	-2	5	0.1	1.9	4	-9	1555	-2	-8	11	-11
Cc1ccccc1/C=N/NC(=O)c1sccc1C	-1	11	-0.5	1.4	-2	-4	1503	1	-6	6	1
Cc1ccc(C(C(=O)NC2CCCCC2)N(CC2CCCO2)C(=O)CNC(=O)c2ccco2)cc1 (stereo not drawn)	-2.3	16	1.1	-0.9	8	-3	1569	-8	0	8	-10
O=C(Nc1nnc(CC(=O)N2CCOCC2)s1)C1COc2ccccc2O1 (stereo not drawn)	0.77	14	-2.5	0.6	.	-4	1657	-2	-7	2	6
O=C(O)CNC(=O)C1COc2ccccc2O1 (stereo not drawn)	.	4	0.8	0.3	2	-3	1439	3	-13	7	7
O=C(Oc1ccccc1)c1cccc2cccnc12	0.63	6	-1.3	-0.1	-1	-4	1735	-7	94*	4	-15
O=C(N/N=C/c1c(F)cccc1Cl)c1ccc(Cn2cc(Br)cn2)o1	-1.1	5	-0.8	2.2	14	-4	1457	5	3	-1	-42
O=C(Nn1c(Cc2cccs2)nc2ccccc2c1=O)c1ccc(F)c(F)c1	-0.27	4	0.6	1.3	.	-2	1574	-4	-8	6	-14
CCCCOc1ccc(C(C)NC(=O)C2CCCN(S(=O)(=O)CCC)C2)cc1 (stereo not drawn)	0.019	3	-0.2	4.5	-2	2	1507	4	-2	-2	-35
O=C(Cn1cnc2c(cnn2-c2ccc(Cl)cc2)c1=O)NCCc1ccccc1	0.2	2	1.4	5.4	-34	-1	1612	6	-12	0	12
Cc1cc(C(=O)CSc2nnc(-c3cccs3)o2)c(C)n1-c1ccccc1	.	2	-1.5	3.1	-14	-4	1748	4	0	16	26
CCn1c(=S)ccc2ccc(OC)cc21	-0.57	21*	-0.7	0.3	-8	-3	2084*	40*	-2	39*	34
CC(NC(=O)c1cccc(Cn2cc([N+](=O)[O-])cn2)c1)c1ccc(C(C)(C)C)cc1 (stereo not drawn)	-0.044	-3	0.3	0.7	.	1	1585	-11	32	0	32
CC(C)CN(C)C(=O)CCc1nnc(Cc2ccc(-c3ccccc3)cc2)o1	-0.3	6	-1.6	2.9	-10	-7	1459	-2	4	-5	11
CC(C)=C1C2CCC1C1C(=O)N(c3nc(-c4ccc(F)cc4)c(C)s3)C(=O)C21 (stereo not drawn)	.	2	-3.3	0.8	.	-1	1566	-1	0	1	2
Nc1cnn(Cc2ccccc2F)c1	-2.6	10	-2.1	-0.7	-10	-7	1544	8	100*	-2	-2
CC(Cc1c[nH]c2ccccc12)NC(N)=O (stereo not drawn)	0.0022	-1	0.1	1.7	-6	-5	1506	5	-9	7	-44
Cc1cc(C)cc(N2CC34C=CC(O3)C(C(=O)OCC(=O)NCc3ccco3)C4C2=O)c1 (stereo not drawn)	.	6	2.5	1.9	14	4	1476	5	-7	1	13
Cc1cc(C)cc(NCc2cc3c(cc2[N+](=O)[O-])OCO3)c1	-0.5	15	1.1	2.0	.	-10	1668	8	4	18	18
COc1ccc2cc(/C=C3\SC(=S)NC3=O)c(N3CCOCC3)nc2c1	.	8	0.0	1.1	-2	-4	1636	2	8	13	-12
COC(=O)CSc1nnc(C)n1-c1cccc(OC)c1	.	2	1.3	1.6	.	-1	1551	0	-4	-7	-6
Cc1ccccc1C(=O)N/N=C1/SCC(=O)N1Cc1ccc2c(c1)OCO2	.	6	-0.4	1.7	10	-5	1581	3	26	-1	14
COc1ccc(-n2ccnc2CN2CCN(C3CCCC3)C(CCO)C2)cc1 (stereo not drawn)	0.078	-1	-1.1	0.6	-34	-3	1472	-1	-4	-4	-4
COc1ccc(C)cc1NC(=O)C(Sc1nncn1C)c1ccccc1 (stereo not drawn)	0.042	3	0.2	0.7	-2	-4	1612	-4	-11	-1	2
CC(=O)c1c(O)cc(=O)n(-c2ccccc2)c1-c1ccc(Cl)cc1	0.68	-3	-0.2	3.9	-7	-1	1601	-3	1	-4	6
Clc1ccc(-c2nnc(NCc3ccccc3)c3ccccc23)cc1	.	-2	0.3	-0.1	8	-2	1314	-9	44	-3	-4
CCOc1cc(NS(=O)(=O)c2ccc(Cl)cc2)c(OCC)cc1NC(=O)CC(C)C	-0.95	7	-0.1	-0.9	.	-5	1651	3	-1	4	8
COC(=O)CCN(C(=O)c1ccc(N2CCCCC2)c([N+](=O)[O-])c1)c1ccccn1	-2.1*	-8	0.1	1.4	14	-1	1466	-3	-4	7	9
Cc1onc(C(=O)NCc2ccccn2)c1[N+](=O)[O-]	.	6	-1.2	0.0	-23	-1	1553	-5	1	-9	-13
COc1ccccc1-c1ccc(C(=O)O)o1	.	-4	-0.8	-1.3	-40	2	1594	-2	-11	1	10
C=CCNC(=S)N(C1CCCCC1)C1CCCCC1	-0.014	-2	-0.3	-0.9	-6	-1	1543	0	5	6	14
Cc1cc2c(s1)c1cnn(CC(=O)NCCc3ccccc3)c(=O)c1n2C	-0.3	7	-1.5	1.5	.	-2	1592	0	-7	1	-6
Cc1onc(-c2ccccc2)c1C(=O)c1c[nH]c(C(=O)NCc2ccccn2)c1	0.8	2	-0.7	0.6	-17	-4	1508	-1	-5	-8	-20
O=C(NCC1CCCO1)C(c1cccs1)N(C(=O)c1ccc(-c2ccccc2)[nH]1)C1CCCC1 (stereo not drawn)	.	-7	-0.4	1.7	-1	-6	1583	0	92*	-2	13
C/C(=N\S(=O)(=O)c1ccc(C)cc1)NC(=S)Nc1ccccc1	-0.11	3	-0.2	2.2	10	2	1319	-1	-13	-5	-2
COC(=O)CN1C(c2ccccc2)=Nc2ccc(Cl)cc2C1c1ccccc1 (stereo not drawn)	-3.1*	-1	3.1	0.1	.	1	1440	2	33	-2	-4
CC(=O)N/C(=C/c1ccc2c(c1)OCO2)C(=O)O	.	3	-0.2	1.7	-10	-1	1502	9	-4	0	-6
CC1CC1C(=O)OCC(=O)Nc1cccc([N+](=O)[O-])c1 (stereo not drawn)	0.028	8	-2.5	0.9	12	-1	1686	3	-10	-1	7
COc1ccc(CCNC(=O)Cc2cc(OC)c(OC)cc2Br)cc1OC	0.46	3	-1.2	2.4	-1	-1	1587	-4	1	-4	-24
Cn1c(N)cc(=O)n(Cc2ccccc2)c1=O	-0.015	5	-0.1	-0.9	-8	-7	1482	-1	-9	7	9

A different layout for part of the listing above:
smiles | ROMK mod | PPARg SRC-1 ag | DTT redox prof | RAM network inh | S1P3 antag | Efa HMGR inh | SRC2 TRFRET art | PPARg SRC-3 ag | Lmaj promast | PPARg SRC2 recr | bIAP inh
COC(=O)CSc1nnc(C)n1-c1cccc(OC)c1 | . | 2 | 1.3 | 1.6 | . | -1 | 1551 | 0 | -4 | -7 | -6
Cc1ccccc1C(=O)N/N=C1/SCC(=O)N1Cc1ccc2c(c1)OCO2 | . | 6 | -0.4 | 1.7 | 10 | -5 | 1581 | 3 | 26 | -1 | 14

Other records follow.
SMILES	ROMK mod	PPARg SRC-1 ag	DTT redox prof	RAM network inh	S1P3 antag	Efa HMGR inh	SRC2 TRFRET art	PPARg SRC-3 ag	Lmaj promast	PPARg SRC2 recr	bIAP inh
O=C(CSc1nc2ccccc2o1)Nc1ccc(Cl)cc1	0.45	2	0.0	3.1	.	-2	1386	-6	5	2	10
CCOC(=O)c1ccccc1N1C(=O)C2Sc3[nH]c(=O)sc3C(/C=C/c3ccccc3)C2C1=O (stereo not drawn)	-0.11	0	0.5	4.1	-8	-3	1520	6	30	8	44
O=C1CNC(=O)/C1=C\N1CCCCC1	2.3	4	-2.0	-0.6	14	4	1712	0	-6	7	7
COc1cccc2cc(/C(=N/O)c3ccccc3)oc12	-0.42	8	-0.5	1.4	-14	-3	1424	2	1	5	13
Cc1noc(C)c1COc1ccc(C(=O)OCC(=O)Nc2c(C)n(C)n(-c3ccccc3)c2=O)cc1	-0.12	9	-1.2	-0.1	-16	-4	1663	0	-1	2	20
CCCCCCCC[n+]1cccc(C(=O)N2c3c(nc(N)[nH]c3=O)NC(C)C2C)c1 (stereo not drawn)	.	-1	-0.4	3.1	-4	-5	1587	2	16	-5	0
CCOC(=O)CC(=O)CSc1ncnc2c1nnn2-c1ccc(F)cc1	-0.11	9	-0.4	4.0	-10	2	1753	7	-6	7	-3
O=C(NCc1ccncc1)C(=O)NCc1ccco1	0.2	-10	0.0	2.0	6	-1	1431	3	-7	-1	-26
CCCn1c(SCC(=O)Nc2cc(S(=O)(=O)N3CCOCC3)ccc2OC)n[nH]c1=O	0.47	-2	-0.1	1.0	-6	0	1418	2	0	-4	1
O=C(NNS(=O)(=O)c1cc(Cl)cc(Cl)c1)c1sccc1-n1cccc1	.	3	2.0	5.4	.	1	1265	-1	1	-2	9
Cc1ccc(C)n1-c1nccc(-c2ccco2)n1	-1.2	4	-2.0	0.4	-1	5	1754	3	-4	3	-20
COCc1cc(=O)[nH]c(/N=C(\N)Nc2ccc(Oc3ccccc3)cc2)n1	.	6	-1.9	0.7	-21	-2	1739	-1	-8	-4	-46
COC(=O)C1=C(C)NC(=O)CC1c1ccc(C(=O)OC)cc1 (stereo not drawn)	-0.3	0	0.1	2.2	10	-3	1344	3	5	-14	1
Cc1ccc(-c2ccc(/C=N/NC(=O)CN3CCOCC3)o2)cc1[N+](=O)[O-]	0.13	2	0.0	2.0	-4	0	1544	0	97*	-6	-1
CC(C)Cn1c(N)c(C(=O)COC(=O)c2ccc(F)cc2)c(=O)n(C)c1=O	0.28	2	0.0	4.0	-16	0	1650	5	-3	12	13
O=C(O)c1cn(-c2ccc(F)c(F)c2)c2c(F)c(F)c(F)c(F)c2c1=O	-0.94	5	0.7	6.6	.	-7	1617	7	0	9	6
COc1cc(OC)c(OC)cc1/C=N/NC(=O)c1ccc(=O)n(C)c1	0.89	1	-0.7	1.0	-18	-2	1626	7	-3	14	-24
Cc1ccc(S(=O)(=O)N(C)CCCC(=O)Nc2ccncc2)cc1	.	2	-1.4	1.4	2	-3	1370	-7	0	-1	10
O=C(N/N=C/c1cccs1)c1ccc(-n2cccc2)cc1	.	4	-0.3	0.5	-12	5	1650	1	-7	2	1
NS(=O)(=O)c1cccc(NC(=S)NC(=O)c2cccc([N+](=O)[O-])c2)c1	-0.032	-6	-0.5	-1.0	-7	1	1571	2	5	-1	15

Compounds as they come. About 13% of those tested had a hit in this group.
